Screening data from PubChem BioAssay.
Growth percent in the NCI-60 one-dose screen (48 h, 10 µM unless noted): 100 = growth as untreated, 0 = no growth, -100 = all killed.
UO-31 – UO-31 renal cancer | actives 5.2% (n = 81,000)
OVCAR-4 – OVCAR-4 ovarian cancer cells; actives 3.7% (n = 80,000)
TK-10 – TK-10 renal cancer cells; actives 3.9% (n = 81,000); AID 1794769
OVCAR-5 – OVCAR-5 ovarian cancer. actives 2.9% (n = 82,000). AID 1794783
786-0 – 786-0 renal cancer cells; actives 5.1% (n = 81,000); AID 1794775
SN12C – SN12C renal cancer cells; actives 3.8% (n = 81,000); AID 1794767
IGROV1 – IGROV1 ovarian cancer. actives 4.7% (n = 79,000). AID 1794786
SK-OV-3 – SK-OV-3 ovarian cancer cells. actives 3.2% (n = 80,000). AID 1794785
* = called active by the depositor; · = not tested or not shown; & = joins results of further samples; [ ] = dose if it differs, or a comment. The calls were made as follows: active = growth percent below 10; inactive = the rest.

| smiles | UO-31 | OVCAR-4 | TK-10 | OVCAR-5 | 786-0 | SN12C | IGROV1 | SK-OV-3 |
| --- | --- | --- | --- | --- | --- | --- | --- | --- |
| CC(=O)CC(c1ccccc1)c1ccccc1 | 94 | 109 | 113 | 114 | 106 | 103 | 110 | 106 |
| Cc1cc(O)c2c(c1)C1OC(=O)CCCN1C1=C2C(=O)c2cccc(OC3CC(O)C(O)C(C)O3)c2C1=O (stereo not given) | 98 | 80 | 149 | 119 | 110 | 91 | 93 | 93 |
| COc1ccc2cc([C@H](C)C(=O)N/N=C/c3ccc(Br)cc3)ccc2c1 | 83 | 100 | 101 | 100 | 95 | 97 | 102 | 98 |
| Nc1nn2c(-c3ccc(Cl)cc3)ccnc2c1N=Nc1ccc(S(N)(=O)=O)cc1 | 92 | 102 | 100 | 112 | 92 | 97 | 101 | 108 |
| O=S(=O)(NCCCNc1nccc(-n2cnc3ccccc32)n1)c1ccc(C(F)(F)F)cc1 | 61 | 67 | 96 | 96 | 91 | 86 | 98 | 93 |
| O=C(N/N=C\c1ccc(O)cc1)N/N=C/c1ccc(O)cc1 | 92 | 105 | 95 | 116 | 101 | 94 | 113 | 102 |
| CCOC(=O)c1nc2c3ccccc3ccn2c1C(=O)c1ccc(Br)cc1 | 87 | 88 | 90 | 108 | 90 | 98 | 107 | 111 |
| CNc1nnc(-c2sc3nnc(-c4ccccc4)c(-c4ccccc4)c3c2O)s1 | · | · | 108 | 96 | 108 | 94 | · | 98 |
| CC(=O)NCCCCCNC(C)=O | 101 | 101 | 97 | 95 | 99 | 101 | 116 | 98 |
| NNC(=S)NNc1ccccc1 | 78 | 105 | · | · | 108 | 94 | 106 | 107 |
| Cc1cccc(/C=N/OCCC(C)C)n1 | 92 | 97 | 101 | 95 | 102 | 105 | 110 | 98 |
| O=S(=O)(NCCNc1nccc(-c2c(-c3cccc(F)c3)nc3sccn23)n1)c1cccc2ccccc12 | 59 | 105 | 112 | 127 | 95 | 97 | 61 | 99 |
| CO[C@]1(CO)O[C@@H](n2ccc(=O)[nH]c2=O)[C@@H](F)[C@@H]1O | 86 | 97 | 90 | 96 | 96 | 96 | 93 | 103 |
| NC(=O)c1ccc[n+](CC(=O)c2ccccc2)c1 | 78 | 115 | 95 | 96 | 103 | 109 | 98 | 112 |
| COc1cc(C2CC(c3cccc(Nc4ccnc5cc(Cl)ccc45)c3)=NN2c2ccccc2)cc(OC)c1OC (stereo not given) | 38 | 124 | 75 | 100 | 88 | 68 | 76 | 101 |

Full records, looked up by structure. Order of screens: UO-31	OVCAR-4	TK-10	OVCAR-5	786-0	SN12C	IGROV1	SK-OV-3
Cc1cc(O)c2c(c1)C1OC(=O)CCCN1C1=C2C(=O)c2cccc(OC3CC(O)C(O)C(C)O3)c2C1=O (stereo not given) as listed: 98	80	149	119	110	91	93	93
O=C(N/N=C\c1ccc(O)cc1)N/N=C/c1ccc(O)cc1 as listed: 92	105	95	116	101	94	113	102
O=S(=O)(NCCCNc1nccc(-n2cnc3ccccc32)n1)c1ccc(C(F)(F)F)cc1 as listed: 61	67	96	96	91	86	98	93
CO[C@]1(CO)O[C@@H](n2ccc(=O)[nH]c2=O)[C@@H](F)[C@@H]1O as listed: 86	97	90	96	96	96	93	103
NNC(=S)NNc1ccccc1 as listed: 78	105	·	·	108	94	106	107

More entries follow.
| smiles | UO-31 | OVCAR-4 | TK-10 | OVCAR-5 | 786-0 | SN12C | IGROV1 | SK-OV-3 |
| --- | --- | --- | --- | --- | --- | --- | --- | --- |
| COc1cc(N2CCOCC2)ccc1N | 83 | · | 115 | 112 | 104 | 102 | 110 | 106 |
| NC1=NN(c2ccccc2)C(=O)/C1=C\n1c(=S)[nH]c2ccccc21 | 79 | 103 | 117 | 108 | 110 | 111 | 103 | 102 |
| Nc1nc(N)c(N=Nc2c(Br)cc(S(N)(=O)=O)cc2Br)c(=O)[nH]1 | 70 | 89 | 103 | 104 | 100 | 100 | 87 | 103 |
| CN(C)CCNC(=O)OCCCCOc1cc(O)c2c(=O)cc(-c3ccccc3)oc2c1 | -91* | -16* | 0.6* | -4.3* | -34* | -9.4* | -9.9* | 99 |
| COC(=O)C1CC2C(Cl)=C(Cl)C1(Cl)C2(Cl)Cl (stereo not given) | 92 | 101 | 125 | 114 | 104 | 102 | 110 | 116 |
| CC[C@H](CC[C@@H](C)[C@H]1CC[C@H]2[C@@H]3C/C(=N\OCCC#N)[C@@H]4C/C(=N/OCCC#N)CC[C@]4(C)[C@H]3CC[C@]12C)C(C)C | 79[100 µM] | · | 110[100 µM] | 108[100 µM] | 102[100 µM] | 99[100 µM] | 97[100 µM] | 95[100 µM] |
| Cc1ccccc1NC(=O)/C=C/c1ccc(OCCOc2ccc3c(C)cc(=O)oc3c2)cc1 | 100 | 75 | 132 | 103 | 110 | 91 | 103 | 78 |
| CSc1nc2cc(Oc3cccc(Cl)c3Cl)c(Cl)cc2[nH]1 | 68 | 86 | 110 | 105 | 86 | 82 | 72 | 103 |
| COc1ccc(CCc2ccncc2)cc1 | 97 | 104 | 93 | 105 | 97 | 100 | 109 | 108 |
| N#CCCCCN1C(=O)c2ccccc2C1=O | 101 | 109 | 96 | 109 | 93 | 101 | 105 | 92 |
| CC(C)[C@@H]1CC[C@@H]2[C@@H]1[C@H](OC(=O)/C=C/c1ccccc1)[C@]1(C(C)C)C[C@@H](OC(=O)CO)[C@@]2(C)O1 | 3.9* | 79 | 95 | 109 | 78 | 50 | 102 | 91 |
| COc1cc(CNc2oc(-c3ccccc3)c(-c3ccccc3)c2C#N)cc(CN2CCCCC2)c1O | 60 | 75 | 109 | 86 | 102 | 89 | 80 | 103 |
| COC(=O)c1ccc2c(c1)C(=O)N(c1ccc(S(N)(=O)=O)cc1)C2=O | 84 | 105 | 84 | 109 | 96 | 99 | 104 | 107 |
| COC(=O)[C@H](c1ccccc1Cl)N1CCc2sccc2C1 | 73&92 | 103&102 | 118&79 | 94&89 | 98&100 | 105&111 | 91 | 113&107 |
| CCOC(=O)/C(C#N)=C1/C=CCCC1 | 87 | 98 | 102 | 108 | 99 | 109 | 114 | 106 |
| CC(C)C(CCC(=O)O)CC(=O)O (stereo not given) | 102 | 109 | 114 | 95 | 96 | 98 | 116 | 117 |
| COc1ccc(C2CC(=O)Nc3nc(N)sc32)cc1OC (stereo not given) | 94 | 106 | · | 102 | 115 | 102 | 107 | 89 |
| O=S1c2ccccc2Oc2ccccc21 | 98 | 110 | 109 | 105 | 115 | 93 | 88 | 99 |
| COc1ccc(CCN2CCCN3C2=Nc2ccccc2S3(=O)=O)cc1 | 53 | 54 | 61 | 43 | · | 54 | 51 | 49 |
| Cc1ccc(C)c(OCC(=O)O)c1 | 100 | · | 110 | 105 | 105 | 113 | 123 | 105 |
| COc1ccc(-c2nn(-c3ccccc3)cc2/C=C/C(=O)OCc2cn(-c3ccc(C)cc3)nn2)cc1 | 71 | 84 | 111 | 100 | 100 | 100 | 100 | 89 |
| N#CC1=C(N)n2nc(-c3ccncc3)nc2NC1c1ccc(Cl)cc1 (stereo not given) | 106 | 106 | 97 | 106 | 100 | 102 | 108 | 88 |
| Nc1ccc(N(O)/C=C2\C=CC=CC2=O)cc1 | 89 | 121 | 118 | 89 | 98 | 123 | 107 | 107 |
| OC(c1ccccc1)c1ccccc1 | 93 | 112 | 99 | 104 | 91 | 105 | 100 | 107 |
| COc1ccc(-c2cc(/C=C3\C(=O)Nc4cc(Cl)ccc43)[nH]n2)cc1 | 27 | 64 | 58 | 69 | 52 | 42 | 43 | 29 |
| Oc1cc(C(Nc2ncccn2)c2cc3c(cc2O)OCO3)ccc1F (stereo not given) | 84 | 98 | 102 | 102 | 101 | 99 | 100 | 101 |
| CC1=CC(C)(C)OC(=O)C1 | 84 | 106 | 107 | 100 | 100 | 103 | 111 | 104 |
| COc1cc2c(Nc3ccc(S(N)(=O)=O)cc3)ncnc2c(OC)c1OC | 67 | 102 | · | 105 | 121 | 93 | 96 | 76 |
| Nc1cc(C(F)(F)F)ccc1-n1cnc2ccccc21 | 78 | 107 | 89 | 97 | 96 | 100 | 101 | 104 |
| CCOC(=O)c1cnc2c(-c3ccc(Cl)c(Cl)c3)cnn2c1 | 80 | 99 | 117 | 100 | 91 | 96 | 79 | 91 |
| Oc1ccccc1C1CCCCC1 | 93 | 106 | 100 | 110 | 93 | 110 | 110 | 116 |
| CC(=O)Nc1ccc2c(c1)C(OC(C)=O)c1ccccc1-2 (stereo not given) | 97 | 111 | 98 | 99 | 95 | 100 | 104 | 121 |
| COc1ccc(C2CC(c3cccc(Nc4ccncc4)c3)=Nc3c(N)ncnc3N2)cc1 (stereo not given) | 93 | 88 | 102 | 105 | 84 | 93 | 91 | 89 |
| CCCc1n(Cc2ccc3ccccc3c2)c2ccccc2[n+]1Cc1ccc2ccccc2c1 | -15* | -16* | -80* | -27* | -85* | -48* | -65* | -22* |
| O=C1Nc2ccc(Br)cc2C1=Nc1ccc(Cl)c(C(F)(F)F)c1 | 73 | 118 | 116 | 111 | 103 | 88 | 96 | 102 |
| CCCCCCCCCCCCCCCCNC(=O)Nc1ccc(C)c(NC(=O)NCCCCCCCCCCCCCCCC)c1 | 74 | 108 | 112 | 109 | 118 | 103 | 107 | 105 |
| N#Cc1c[nH]n2ccnc12 | 95 | 118 | 103 | 107 | 97 | 100 | 93 | 95 |
| CC(=O)O[C@H]1CC2CCC3C(CC[C@@]4(C)C3C[C@H]([N+]3(C)CCCCC3)[C@@H]4OC(C)=O)[C@@]2(C)C[C@@H]1N1CCCCC1 (stereo not given in full) | 83 | 103 | 108 | 110 | 106 | 93 | 111 | 106 |
| O=C1c2cc(S(=O)(=O)O)ccc2C(=O)c2c1cccc2[N+](=O)[O-] | 85 | 115 | 116 | 110 | 101 | 103 | 120 | 106 |
| O=C(Cn1cc(CN2C(=O)c3ccccc3S2(=O)=O)nn1)Nc1ccc(Br)cc1 | 79 | 101 | 97 | 107 | 103 | 100 | 97 | 82 |
| COc1cc(C)cc2c1OC(c1ccccc1)CC2=O (stereo not given) | 81 | 75 | 119 | 81 | 91 | 91 | 181 | 104 |
| Nc1ncc(-c2ccc3ncnc(NCc4ccccc4)c3c2)cn1 | 15 | 58 | -7.1* | 37 | 31 | 29 | -8.7* | 39 |
| O=C1NCc2ccc3c(-c4cccc(Cl)c4)c[nH]c3c21 | 45 | 54 | 46 | 40 | 31 | 37 | 32 | 11 |
| COc1ccc(-c2cc(-c3ccc(OCc4nc5ccccc5[nH]4)cc3)nc(N)n2)cc1 | 70 | 77 | 91 | 95 | 98 | 77 | 103 | 93 |
| Nc1ccc(S(=O)(=O)c2ccc(N3CCOCC3)c(N)c2)cc1 | 79 | 98 | 100 | 89 | 106 | 107 | 96 | 106 |
| Brc1ccc2c(c1)CCCC2 | 72 | 110 | 127 | 85 | 107 | 97 | 107 | 97 |
| COc1ccc(CN(C)c2nc3ccccc3s2)cc1 | 62 | 70 | 92 | 104 | 83 | 98 | 92 | 99 |
| COc1cc(NS(=O)(=O)c2ccc(C)cc2)c2c(c1N)C(=O)c1ccccc1C2=O | 89 | 26 | 98 | 105 | 95 | 97 | 83 | 68 |
| Cc1ccc(NC(=O)c2cccc(C(=O)Nc3ccc(C)cc3C)c2)c(C)c1 | 69 | 92 | 103 | 101 | 98 | 110 | 87 | 91 |
| CCOc1nc(-c2ccccc2)cc2c(O)c(C(=O)N/N=C/c3ccc(N(C)C)cc3)[nH]c(=O)c12 | 88 | 148 | 126 | 115 | 112 | 103 | 16 | 197 |
| CCCCN(C(=O)OCC)c1ccccc1 | 96 | 104 | 101 | 120 | 98 | 102 | 110 | 109 |
| COc1ccc(OC)c(NCc2ccccc2)c1 | 85 | 105 | 91 | 98 | 111 | 103 | 108 | 99 |
| COC(=O)CCCCCN=Cc1c(O)c(O)c(C(C)C)c2cc(C)c(-c3c(C)cc4c(C(C)C)c(O)c(O)c(C=NCCCCCC(=O)OC)c4c3O)c(O)c12 | 19 | 15 | 3.9* | 11 | 28 | 20 | 26 | 24 |
| O=C1c2cccc3c(-c4ccc(-c5nc6c7ccccc7c7ccccc7c6[nH]5)cc4)ccc(c23)C(=O)N1CCN1CCOCC1 | 95 | 114 | 106 | 105 | 91 | 91 | 97 | 121 |
| COc1ccc(C(=O)CC#N)cc1 | 105 | 107 | 137 | 105 | 107 | 94 | 123 | 112 |
| N#CC(CCc1ccccn1)c1ccccc1 (stereo not given) | · | 102 | 106 | 93 | 108 | 100 | · | 105 |
| CNC(=O)Sc1ccc(C)c(N(C)C)c1 | 100 | 106 | 117 | 100 | 105 | 92 | 123 | 113 |
| C[C@H](c1nc2ncccc2[nH]1)C1CCC2C3CCC4=CC(=O)CC[C@]4(C)C3CC[C@@]21C (stereo not given in full) | 82 | 82 | 121 | 97 | 97 | 90 | 102 | 101 |
| CC(C)(C)CC(C)(C)n1nnnc1N | 102 | 114 | 110 | 102 | 106 | 103 | 103 | 109 |
| Cc1nn(-c2ccccc2)c2nc3nc(-c4cccnc4)nc(N)c3c(-c3ccc(Cl)cc3)c12 | 79 | · | 107 | 80 | 101 | 91 | 87 | 75 |
| COC(=O)c1c(C)nc(C)c2c1C(=O)C=C(NCc1ccccc1)C2=O | 74 | 65 | 119 | 82 | 85 | 89 | 67 | 91 |
| N#CC(C#N)=Cc1c(-c2ccccc2)[nH]c2ccccc12 | 39 | 66 | 68 | 75 | 40 | 44 | · | 25 |

Fetched one by one from the list above:
| smiles | UO-31 | OVCAR-4 | TK-10 | OVCAR-5 | 786-0 | SN12C | IGROV1 | SK-OV-3 |
| --- | --- | --- | --- | --- | --- | --- | --- | --- |
| Nc1nc(N)c(N=Nc2c(Br)cc(S(N)(=O)=O)cc2Br)c(=O)[nH]1 | 70 | 89 | 103 | 104 | 100 | 100 | 87 | 103 |
| CC(=O)Nc1ccc2c(c1)C(OC(C)=O)c1ccccc1-2 (stereo not given) | 97 | 111 | 98 | 99 | 95 | 100 | 104 | 121 |
| N#CC(C#N)=Cc1c(-c2ccccc2)[nH]c2ccccc12 | 39 | 66 | 68 | 75 | 40 | 44 | · | 25 |
